Screening data deposited in PubChem by Broad Institute.
F508del corr = CFTR F508del correction in bronchial cells. CFBE cells, YFP halide quenching; stimulated with forskolin plus potentiator P3; % fluorescence drop versus neutral controls. activity (quench increase), % at 7.58 µM. actives 0.36% (n = 350,000);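 active means mean added fluorescence quench of at least 8% versus neutral control, with both replicates also reaching 8%; inconclusive means only one of the mean or replicate conditions met; inactive means mean below 8% and not both replicates reaching 8%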;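 further: cells transiently co-express mutant CFTR-F508del with the halide-sensitive YFP; corrector assay measuring rescue of mutant channel to the surface after 24 h compound exposure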
GSIS activator = GLuc luminescence reporter in INS-1E cells, primary screen for activators of glucose-dependent secretion of insulin | INS-1E GLuc reporter insulin secretion, 2-3 h | activation, % at 16.6 µM | actives 0.61% (n = 370,000) | AID 743287;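 active means lowest replicate activation of at least 40%, so every replicate reaches that level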;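 further: 0% = median of neutral control wells and 100% = median of IBMX positive control wells; some compounds called inactive have numbers as strong as hits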
EWS-Fli inh = inhibitors of EWS/Fli oncoprotein transcriptional activity | actives 0.67% (n = 350,000) | A673 NR0B1-luciferase reporter, viability-normalised | inhibition, % at 12.6 µM;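 active means mean inhibition of at least 50% after viability correction, with every replicate also passing that limit; inconclusive means mean reaches 50% but only one of two replicates passes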;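 further: firefly luciferase signal divided by Alamar Blue viability fluorescence both relative to DMSO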
PAX8 reporter = lowers PAX8-driven luciferase in RMG-I cells | RMG-I TPO-luciferase reporter, SteadyGlo, 24 h | inhibition, % at 12.6 µM | actives 1.2% (n = 360,000);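 active means mean replicate inhibition at least 60% with every replicate also reaching 60%; inconclusive means only one of the two criteria is met; inactive means mean below 60% and not all replicates reaching 60%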;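 further: luciferase light reporting Pax8 driven TPO promoter activity; plate controls were median of neutral control wells for no effect and mitoxantrone controls for full effect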
Xi reactivation = activators of X-chromosome reactivation in mouse fibroblasts | actives 0.055% (n = 360,000) | activation, % at 7.58 µM | XiGFP mouse fibroblasts, % GFP-positive cells imaging, 3 d; cells co-treated with 5-aza-dC sensitizer; scaled so ellipticine positive control = 100%;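 active means mean normalized replicate activation at least 10% and every replicate at or above 10%; inconclusive means only one of the two criteria met; inactive means mean below 10% and not all replicates reach 10%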;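 further: 0% = median of on-plate neutral control wells and 100% = ellipticine 6 µM median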
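System: 68-5-11 XiGFP fibroblast line; Timing: 3 days compound exposure; Compound dosing: one concentration, pinned; Benchmarks: positive control ellipticine, 6 µM final; Buffer or medium: DMEM containing 5-aza-dC.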
ERp5 block = blocks human ERp5 reductase activity on insulin; Q15084; ERp5 insulin aggregation, absorbance 650 nm, 90 min; inhibition, % at 9.99 µM; actives 0.05% (n = 350,000);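 active means mean replicate inhibition above about 25%, with every replicate also reaching it, limit read from the data, passing the limit was not always enough; inconclusive means only one of those two criteria met; inactive means neither criterion met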
Target sequence (Q15084 whole entry, looked up): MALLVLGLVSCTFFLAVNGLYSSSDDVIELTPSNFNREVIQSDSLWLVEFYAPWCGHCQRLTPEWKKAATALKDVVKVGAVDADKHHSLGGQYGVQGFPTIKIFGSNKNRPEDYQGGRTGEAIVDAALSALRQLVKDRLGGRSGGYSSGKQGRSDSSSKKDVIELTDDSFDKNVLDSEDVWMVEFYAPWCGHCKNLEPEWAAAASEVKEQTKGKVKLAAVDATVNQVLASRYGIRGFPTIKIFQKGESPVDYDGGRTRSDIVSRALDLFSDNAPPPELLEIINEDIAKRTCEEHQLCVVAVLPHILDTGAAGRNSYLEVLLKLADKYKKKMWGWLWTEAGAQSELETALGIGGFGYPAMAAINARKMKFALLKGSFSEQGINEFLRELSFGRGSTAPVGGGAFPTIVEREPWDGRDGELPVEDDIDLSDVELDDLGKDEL
ARNT-TACC3 inh = ARNT/TACC3 interaction disruption | Q9Y6A5 | AlphaScreen His-ARNT PAS-B/GST-TACC3 binding, luminescence; TACC3 fragment carries E629A point mutation | inhibition, % at 9.99 µM | actives 0.66% (n = 390,000) | AID 623870;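 active means mean inhibition of replicates at least 50% and at least half of replicates each reaching 50%; inconclusive means half or more replicates reach 50% but mean below 50%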;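 further: 0% = complete ARNT plus TACC3 wells and 100% = ARNT alone without TACC3; many hits fall short of the cut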
DENV2 CPE rescue = DENV2-induced cell death inhibition. DENV2-infected cells, cytopathic effect rescue, plate reader. actives 1.7% (n = 350,000). CPE inhibition, % at 9.99 µM; in the data active means CPE inhibition above about 20%, passing the limit was not always enough; inconclusive means no clear call, values can overlap the other calls; tested in BHK-21 cells;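 further: 0% = median of neutral control wells and 100% = median of positive control wells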
* hit, by the source's call; ? = inconclusive; nt = not tested or not shown.

smiles	F508del corr	GSIS activator	EWS-Fli inh	PAX8 reporter	Xi reactivation	ERp5 block	ARNT-TACC3 inh	DENV2 CPE rescue
C[C@@H]1CN([C@@H](C)CO)S(=O)(=O)c2ccc(C#CC3CC3)cc2O[C@@H]1CN(C)CC1CC1	-1.8	-14	-9	nt	-0.9	5	-2	12
COc1ccc(N2CCN(C(=O)c3c(-c4ccccc4)noc3C)CC2)cc1	-4.8	-13	2	24	0.0	-7	-1	-6
O=C(COc1ccccc1)Nc1c2c(nn1-c1ccccc1)CS(=O)(=O)C2	1.0	3	-4	-1	0.1	15	-3	2
NS(=O)(=O)c1cccc(NS(=O)(=O)c2ccc(/C=C/C(=O)OCC(=O)c3ccccc3)cc2)c1	-0.4	-4	0	-7	0.0	4	-3	-3
Cc1noc(C)c1NC(=O)N(C)C[C@@H]1Oc2ccc(NC(=O)Cc3ccccc3)cc2C(=O)N([C@H](C)CO)C[C@H]1C	-3.4	7	nt	-21	0.4	0	3	-2
CO[C@@H]1CN(C)C(=O)c2ccc(NC(C)=O)cc2OC[C@H](C)N(C(=O)C2CCC2)C[C@@H]1C	-2.7	6	-2	2	0.2	3	-8	7
CCCNC(=O)C1(C)CCN(Cc2cc(-c3ccccc3)on2)C1 (stereo not drawn)	-5.6	0	-5	-15	-0.1	-3	nt	-7
CC(C)[C@H](NC(=O)C1CCCC1)c1nc2ccccc2[nH]1	-2.1	8	4	-1	0.0	-8	-2	-5
COc1ccc2c3c([nH]c2c1)[C@H](CO)N(C(=O)Nc1ccc(F)cc1)CC31CCN(C(=O)c2ccccn2)CC1	3.7	-7	18	nt	0.2	0	nt	9
COc1ccc(C2OCC3(CO2)SC(=O)NC3=O)cc1OC (stereo not drawn)	2.5	22	5	-2	0.0	-8	-1	nt
C[C@]12CCC3C(CC[C@H]4CC(O)CC[C@]34C)C1CC/C2=N/NC(=O)c1ccncc1 (stereo partly drawn)	-0.1	-12	53*	0	0.1	1	nt	-3
CN(C)CCN(C(=O)c1ccc(N2C(=O)CCC2=O)cc1)c1nc2cc3c(cc2s1)OCCO3	-0.8	-13	-67	-69	-0.1	1	nt	9
COCC(=O)Nc1ccc2c(c1)C(=O)N(C)C[C@H](OC)[C@H](C)CN(Cc1ccncc1)[C@@H](C)CO2	3.8	-5	-3	-13	0.3	1	-6	6
COc1ccccc1NC(=O)N1CCCCN2[C@@H](CO)[C@@H](c3ccc(-c4ccccc4)cc3)[C@@H]2C1	-2.3	nt	8	5	nt	-1	17	-4
CCOC(=O)Cn1c2c(n(-c3ccc(F)cc3)c1=O)C=C(c1ccccc1)[C@@H](C)C(C(=O)N(C)C1CCCCC1)=C2	-0.7	-24	-9	18	0.0	1	nt	9
Cc1cc(C)n(Cc2ccc(NC(=O)c3c([N+](=O)[O-])c(C)nn3C)cc2)n1	-2.9	-2	4	nt	nt	-5	1	4
CCC(=O)Nc1ccc2c(c1)C(=O)N(C)C[C@H](OC)[C@@H](C)CN(C(=O)c1ccc(F)cc1)[C@@H](C)CO2	-5.1	3	3	nt	0.0	10	1	15
C#CCOc1c(Cl)cc(/C=N/NC(N)=S)cc1OCC	0.6	8	4	30	0.0	2	15	-15
CCC1NC(=O)c2cc3ccccc3cc2-n2c1nc1cc(OC)c(OC)cc1c2=O (stereo not drawn)	-2.0	-10	-47	29	-0.1	-1	nt	-5
O=C(O)CN1C(=O)/C(=C2\SC(=S)N(C(Cc3ccccc3)C(=O)O)C2=O)c2ccccc21 (stereo not drawn)	0.9	2	11	11	0.1	0	3	-3
CCC(=O)N1CC2(C1)CN(Cc1cc(F)ccc1F)[C@H](CO)c1[nH]c3cc(OC)ccc3c12	2.2	2	-7	nt	0.4	nt	nt	?
Cc1cccc(S(=O)(=O)Nc2ccncc2)c1	1.1	19	4	18	0.0	3	5	-2
COc1cccc(CN(C)C(=O)c2ccc(S(=O)(=O)Nc3cccc(C)c3C)cc2)c1OC	0.3	nt	3	nt	0.0	-7	nt	0
C[C@@H]1CN([C@H](C)CO)C(=O)c2cc(NC(=O)C3CCCCC3)ccc2O[C@@H](C)CCCCO[C@H]1CN(C)C(=O)Cc1ccccc1	3.6	-28	9	-4	-0.1	nt	-3	-9
CN(c1ccccc1)S(=O)(=O)c1cccc(NC(=O)CCNC(=O)c2ccc(Cl)cc2)c1	4.9	-41	3	28	0.2	15	7	6
O=C(C[C@H]1CC[C@@H]2[C@H](COC[C@@H](O)CN2Cc2cc(F)ccc2F)O1)NCc1ccc(F)cc1	1.4	6	-3	-18	0.2	3	-2	-3
Cc1ccc(S(=O)(=O)N(C)C)cc1NC(=O)c1sccc1Cl	nt	-2	2	14	0.1	-8	-3	-1
CCOC(=O)c1cnc2c(c(C)nn2-c2ccc(C)cc2)c1Cl	0.9	-18	12	12	0.0	-1	-10	3
CCCn1c(C(C)Nc2nc(-c3ccc(C)cc3)cs2)nc2cc(Cl)c(N3CCCCC3)cc21 (stereo not drawn)	-3.5	nt	-8	-3	0.0	6	0	nt
COc1cc(OC)c(C(=O)Nc2cc(S(=O)(=O)N3CCOCC3)ccc2N2CCN(C)CC2)cc1OC	-1.9	6	7	-6	-0.1	-1	-7	?
C=CCN1C(=O)C(CC(=O)O)SC1=Nc1ccc(C(=O)O)cc1 (stereo not drawn)	-0.8	2	7	20	-0.1	-4	-2	1
COCC(=O)Nc1ccc2c(c1)C(=O)N(C)C[C@@H](OC)[C@@H](C)CN(C(=O)c1ccccc1)[C@H](C)CO2	-0.8	-10	3	-4	0.0	-1	-2	10
Cc1cccc(C)c1NC(=O)CNC(=O)CNC(=O)Cc1cccc2ccccc12	-3.0	-1	3	12	0.1	-1	-11	1
Cc1cc(NCc2ccc(F)cc2)nc2cc(Cl)ccc12	2.1	-7	13	13	0.0	0	-6	-1
COc1ccc(C(CNC(=O)c2cc3c(s2)CCCC3)N2CCOCC2)cc1 (stereo not drawn)	-0.7	-17	2	1	0.1	7	15	4
CNc1nnc(SCC(=O)N2c3ccccc3NC(=O)CC2C)s1 (stereo not drawn)	0.6	15	0	-10	0.0	2	-9	0
Cc1ccsc1S(=O)(=O)N1CCC(CO)(CC2CCCCO2)CC1 (stereo not drawn)	-2.9	7	-4	1	0.0	3	-2	2
COc1ccccc1/C=N/NC(=O)c1ccc(N(C)S(=O)(=O)c2ccccc2)cc1	2.1	2	4	6	0.2	3	nt	1
O=S(=O)(Nc1ccon1)c1ccc(Br)cc1	1.5	-1	nt	-13	0.3	-9	-3	11
CCc1cc2ccc(OC)cc2nc1SCC(=O)NNC(C)=O	3.4	21	-6	1	-0.9	3	-4	3
COc1ccccc1/C=C/C(=O)OCC(=O)Nc1nnc(-c2ccccc2)o1	-2.1	6	-1	-15	0.0	8	nt	-4
COc1ccc2oc(=N)c(C(=O)Nc3cccc(C)c3C)cc2c1	1.2	-8	-58	-59	0.2	4	-12	2
C[C@@H]1CN([C@@H](C)CO)C(=O)c2cc(NS(C)(=O)=O)ccc2O[C@@H](C)CCCCO[C@H]1CN(C)Cc1ccncc1	-2.3	nt	-3	-20	nt	-1	-8	?
CN1CCN(C(=O)C[C@H]2CC[C@H]3[C@@H](COC[C@H](O)CN3CC3CCCCC3)O2)CC1	1.6	17	0	-6	0.0	6	-7	-1
COC(=O)C1=C(C)N(C)C(=NCc2ccc3c(c2)OCO3)NC1c1ccc(Cl)cc1 (stereo not drawn)	1.6	-38	-3	10	0.0	-1	nt	3
COc1ccc(N(CC(=O)NCc2ccco2)S(C)(=O)=O)c(OC)c1	-1.0	21	-3	5	0.4	-1	-12	8
O=C(C[C@H]1CC[C@@H]2[C@H](COC[C@H](O)CN2S(=O)(=O)c2ccc(F)cc2)O1)N[C@@H]1CCN(Cc2ccccc2)C1	3.2	4	8	-4	0.2	4	7	-7
Cc1cccc(NC(=O)c2ccc(S(=O)(=O)NCc3cccnc3)cc2)c1C	1.5	4	4	2	0.0	8	-9	-2
Cc1ccc(S(=O)(=O)N2CCOCC2)cc1C(=O)OC1CCCCC1=O (stereo not drawn)	0.7	-16	2	3	0.2	4	1	4
COc1ccc(NS(=O)(=O)c2cccc(C(=O)N(C)Cc3ccc(SC)cc3)c2)cc1	-2.5	-33	2	4	0.0	2	2	1

Next entries follow:
smiles	F508del corr	GSIS activator	EWS-Fli inh	PAX8 reporter	Xi reactivation	ERp5 block	ARNT-TACC3 inh	DENV2 CPE rescue
CC(=O)/C=C(\C)N=Nc1c(O)[nH]c2ccccc12	1.6	7	-58	-15	-0.1	-5	7	0
CCOC(=O)C1CCN(c2ccc([N+](=O)[O-])cc2)CC1	-3.6	12	-10	-2	0.1	3	9	-1
C[C@@H]1CN([C@@H](C)CO)C(=O)c2cccc(NC(=O)NC3CCCCC3)c2O[C@H]1CN(C)C(=O)Nc1ccc(F)cc1	-0.6	-3	-10	-4	-0.3	0	-3	0
COc1ccc(Cn2c(C)c(CC(=O)Nc3ccc(Oc4cccnc4)c(C)c3)c3ccccc32)cc1	-0.7	nt	-1	12	0.4	-1	nt	-1
Cc1ccc(S(=O)(=O)N(C)C[C@@H]2Oc3ccc(NS(=O)(=O)c4ccc(Cl)cc4)cc3CC(=O)N([C@H](C)CO)C[C@H]2C)cc1	-3.2	9	8	-3	-0.1	0	-3	?
CO[C@H]1CN(C)C(=O)c2ccc(NC(=O)c3ccc(F)cc3)cc2OC[C@@H](C)N(C(=O)CN(C)C)C[C@@H]1C	2.2	8	6	nt	0.0	nt	nt	nt
COc1cccc(S(=O)(=O)N(C)C[C@H]2Oc3ncc(-c4cccc(C(=O)N(C)C)c4)cc3C(=O)N([C@H](C)CO)C[C@@H]2C)c1	2.8	-7	-6	nt	0.2	-5	-1	-3
O=C(NNc1cc(N2CCOCC2)nc(N2CCOCC2)n1)C12CC3CC(CC(C3)C1)C2	nt	-9	nt	-7	-0.1	nt	-6	nt
CCCN1C[C@@H](C)[C@H](OC)CN(C)C(=O)c2ccc(NC(=O)Nc3cccc(F)c3)cc2OC[C@@H]1C	-1.8	-4	10	14	0.1	3	6	-3
O=C(NC1CC1)C1=C[C@H](c2ccccc2)C[C@H](OCc2ccc(CO)cc2)O1	1.4	1	-3	-6	0.0	4	-6	?
S=c1[nH]cc2cnccn12	2.2	5	-7	-12	0.2	-7	nt	8
C/C=C/c1ccc([C@H]2[C@H]3CN(C(=O)Nc4ccc(F)cc4)CC(=O)N3[C@H]2CO)cc1	-3.4	-13	1	2	0.0	2	nt	4
CCC(=O)N(C)C[C@@H]1Oc2cc(/C=C/c3ccccc3)ccc2S(=O)(=O)N([C@@H](C)CO)C[C@@H]1C	-0.3	-18	4	nt	-1.0	-1	2	15
C[C@H](CO)N1C[C@H](C)[C@H](CN(C)Cc2ccc(C(=O)O)cc2)Oc2ncc(-c3ccccc3)cc2C1=O	6.1	21	14	nt	-0.3	1	-3	7
CN(C)CCCN(C(=O)c1ccc2ccccc2c1)c1nc2cc3c(cc2s1)OCO3	-4.8	-41	nt	10	0.0	2	-1	1
CCOC(=O)c1nc(-c2ccccc2)oc1N1CCOCC1	-1.3	27	-5	5	0.1	3	8	nt
